# PolyA inh: inhibitors of polyadenylation in S. cerevisiae | S. cerevisiae SKY197-pL101 polyadenylation reporter, beta-gal luminescence; efflux-impaired pdr1/pdr3 knockout yeast; score 100 = 6 SD above DMSO | calls only at 12 µM | 300,000 tested, 0.02% active;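 active = lowest replicate activity score at least 50, where 100 means six control SD above control mean; inconclusive = lowest score under 50 but half or more replicates reach 50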;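 also: yeast exposed to compound for 9 h at 30 °C; higher score means more reporter readthrough which indicates perturbed polyadenylation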
# HSP90 inh: HSP90 refolding inhibition in rabbit reticulocyte lysate; luciferase refolding luminescence, 3 h; inhibition, % at 5.6 µM; 290,000 tested, 0.91% active;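 active = inhibition above the screen-wide mean plus 3 SD, computed separately per campaign, cut at about 16% in these data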;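 also: 0% = DMSO wells and 100% = 60 µM geldanamycin wells; inhibitors lower the luminescence because luciferase stays unfolded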
# GSK3 alpha inh: blocks human GSK-3 alpha kinase. 320,000 tested, 0.1% active. inhibition, % at 10 µM. AID 2650. ADP-Glo luminescence, 60 min;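 in the data active = inhibition above about 50%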;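 also: GST-tagged GSK-3 alpha with peptide substrate and 25 µM ATP; 0% = DMSO neutral wells and 100% = GW8510 positive control wells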
# Dyrk1A ADPGlo: inhibitors of rat Dyrk1A kinase; Q63470; ADP-Glo luminescence, NFATc1 peptide; inhibition, % at 12.5 µM; 310,000 tested, 0.43% active; AID 504441; in the data active = inhibition above about 50%;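 also: plate controls were vehicle with enzyme for no effect and no enzyme for full effect; many of its hits are not listed in these tables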
# GSK3B inh: human GSK3beta kinase inhibition; activity score (negative = inhibition), % at 10 µM; GST-GSK3beta kinase, ADP-Glo luminescence, 60 min; active compounds read low; 300,000 tested, 0.038% active;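 active = more than half of replicate wells score below -50%, meaning over 50% inhibition versus plate controls; inconclusive = some replicates but at most half score below -50%; inactive = no replicate scores below -50%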;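 also: 0% = median DMSO wells and -100% = median GW8510 positive control wells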
# Target sequence (P49841 whole entry, looked up): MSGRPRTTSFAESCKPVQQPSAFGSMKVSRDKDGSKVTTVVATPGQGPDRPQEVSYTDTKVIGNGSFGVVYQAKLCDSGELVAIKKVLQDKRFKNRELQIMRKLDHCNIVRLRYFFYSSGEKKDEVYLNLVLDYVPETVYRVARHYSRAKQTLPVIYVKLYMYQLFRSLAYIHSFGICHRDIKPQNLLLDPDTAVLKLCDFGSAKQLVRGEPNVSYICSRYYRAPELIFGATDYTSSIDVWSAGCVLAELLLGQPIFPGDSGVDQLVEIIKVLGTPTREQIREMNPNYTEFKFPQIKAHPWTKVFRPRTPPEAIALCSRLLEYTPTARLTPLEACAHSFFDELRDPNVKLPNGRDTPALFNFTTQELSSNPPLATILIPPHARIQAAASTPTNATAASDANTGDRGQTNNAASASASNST
#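 Assay system: GST-tagged human GSK3beta kinase, cell-free; Input: 1.6 ng GSK3beta; Medium: Tris/MgCl2 kinase buffer; Timing: 60 min enzyme reaction, room temperature; Signal: ADP-Glo luminescence quantifying ADP generated by kinase; Evaluation: score relative to plate controls; Benchmarks: DMSO neutral wells and GW8510 at 20 µM as positive.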
# HSF1 inhib: HSF1 inhibition; NIH3T3-HGL HSE-luciferase, MG132-induced, luminescence 8 h; active compounds read low; activity change, negative = inhibition, % at 7.5 µM (by protocol); 300,000 tested, 0.77% active; AID 2098;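 active = more than half of replicate wells show activity change below -50%, luminescence cut by over half; inconclusive = some wells, but at most half, below -50%; inactive = no replicate well below -50%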;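 also: luciferase reports HSF-1 transcriptional activity via heat shock element; 0% = median of DMSO wells and -100% = zero luminescence signal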
# AI-2 QS mod: modulators of Vibrio harveyi AI-2 quorum sensing system | AID 2094 | activity change, % at 7.5 µM | 300,000 tested, 0.4% active | Vibrio harveyi JMH597 AI-2 luminescence/OD600 ratio, 9 h; active compounds read low; strain lacks LuxN and CqsS sensors; 0 = neutral-control median; in the data active = activity change below about -75%, passing the limit was not always enough; inconclusive = no clear call, values can overlap the other calls;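 also: luminescence divided by OD600 gain over 9 h not by final OD600 alone; inactives centre near 13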
# Platelet DG rel: modulates dense granule release in human platelets. 300,000 tested, 0.22% active. inhibition, %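 (compounds screened at 7.5 µM in platelet-rich plasma)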. human platelet-rich plasma, SFLLRN dense granule ATP release, luminescence;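 active = mean replicate score, as percent of positive control, at or above 50; inconclusive = mean below 50 but at least one replicate at or above 50; inactive = mean and every replicate below 50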
# HDAC3 inhib: inhibitors of human histone deacetylase 3; O15379; recombinant HDAC3, fluorogenic peptide/trypsin coupled, fluorescence; inhibition, % at 8.3 µM; 320,000 tested, 0.15% active; AID 2718; in the data active = inhibition above about 26%, passing the limit was not always enough; inconclusive = no clear call, values can overlap the other calls
# Target sequence (O15379 whole entry, looked up): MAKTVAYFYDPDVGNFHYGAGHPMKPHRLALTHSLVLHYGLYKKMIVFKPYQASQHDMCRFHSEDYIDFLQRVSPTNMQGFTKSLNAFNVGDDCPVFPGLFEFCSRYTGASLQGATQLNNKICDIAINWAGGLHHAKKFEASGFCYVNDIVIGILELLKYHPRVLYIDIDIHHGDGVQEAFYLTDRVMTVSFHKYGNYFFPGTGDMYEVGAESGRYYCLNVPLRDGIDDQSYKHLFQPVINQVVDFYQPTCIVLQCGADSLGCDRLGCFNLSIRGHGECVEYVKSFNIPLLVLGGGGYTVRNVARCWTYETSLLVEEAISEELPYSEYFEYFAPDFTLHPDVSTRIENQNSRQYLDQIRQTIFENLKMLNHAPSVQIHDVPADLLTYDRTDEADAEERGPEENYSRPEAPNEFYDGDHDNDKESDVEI
# HSF1 activator: increases HSF-1 driven luciferase reporter signal; NIH3T3-HGL HSF-1 luciferase reporter, MG132, 8 h; 100% = twice DMSO control signal; activation, % at 9 µM; 300,000 tested, 1.7% active;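 active = mean replicate activation of at least 50% with a set share of replicates each reaching 50%; inconclusive = only one of those two conditions met; inactive = mean below 50% and too few replicates reaching it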;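 also: 0% = median of the neutral control wells and 100% = twice that signal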
# Active calls of the source: *; i = inactive; ? = inconclusive; . = no result given. A portion of the library; count on the stated rates, not on these rows.
SMILES,PolyA inh,HSP90 inh,GSK3 alpha inh,Dyrk1A ADPGlo,GSK3B inh,HSF1 inhib,AI-2 QS mod,Platelet DG rel,HDAC3 inhib,HSF1 activator
COc1cc(C2C(C(=O)c3ccc(C)o3)=C(O)C(=O)N2c2cc(C)on2)cc(OC)c1OC (centres undefined),i,.,-1,-10,1,-2,1,7,3,-15
CN1C(=O)C(=O)/C(=C(/O)c2ccc(Br)cc2)C1c1ccccc1F (centres undefined),i,2,0,0,1,-3,0,5,1,8
O=C(CSC1=NCCN1)NC(c1ccccc1)c1ccccc1,i,-4,-2,-8,.,-1,.,-1,3,14
Cc1cc(N2CCOCC2)nc2ccc(NC(=O)CCC(=O)N3CCCCC3)cc12,i,-2,6,-10,0,-1,7,-3,-29,-6
COc1ccc(-n2c(CNc3ccc(C)cc3)nnc2SCC(=O)Nc2nc(-c3ccccc3)cs2)cc1,i,3,.,1,-1,1,11,4,-1,8
COc1ccccc1C(=O)N1CC(=O)Nc2ccc(C)cc2C1c1ccc(F)cc1 (centres undefined),i,-3,-49,-6,4,-5,13,10,-4,10
Cc1ccc(C(=O)c2oc3ccc(Cl)cc3c2NC(=O)CN2CCN(C)CC2)cc1,i,0,-4,0,-3,2,10,-6,5,-11
Cc1ccc(N2C(=O)c3cccc4cccc(c34)C2=O)cc1,i,0,-1,0,1,-3,16,-2,10,-3
Cc1ccc(C2(O)C(=O)c3ccccc3C2=O)c(O)c1C,i,0,-5,-2,0,9,6,12,11,11
O=C(Nc1cccnc1)c1ccc(S(=O)(=O)c2ccccc2)cc1,i,-2,-1,-4,1,0,30,3,-2,7
O=C(O)CCC(=O)N1N=C(c2ccccc2)CC1c1ccc2c(c1)OCO2 (centres undefined),i,0,-4,-2,-3,2,4,-2,-5,-9
COc1ccc(-n2c3c(cc(C(=O)NC4CCSC4=O)c2=O)C(=O)CC(C)(C)C3)cc1 (centres undefined),i,-1,-3,11,7,4,7,8,1,5
Cc1cc(NC(=O)c2cccc(C(=O)Nc3cc(C)on3)n2)no1,i,-5,-1,11,1,-8,15,2,7,-10
CCCN1C(=O)/C(=N\OCC(=O)NC23CC4CC(CC(C4)C2)C3)c2ccccc21,i,0,-1,-1,5,-10,35,-1,2,-5
O=C(NCc1cccs1)c1cc(-c2ccccc2)nn1CC1CC(c2cccc([N+](=O)[O-])c2)=NO1 (centres undefined),i,.,0,0,1,-1,-3,-5,3,23
CCOc1ccc(N(C(=O)c2snc(C(N)=O)c2N)C(CC)C(=O)NC2CCCC2)cc1 (centres undefined),i,-4,0,2,-1,6,-9,-7,6,-3
O=C(N/N=C/c1cccs1)c1cccc2cc[nH]c12,i,1,-1,11,4,9,19,2,8,12
CN(C(=O)CN1CCN(c2ccc([N+](=O)[O-])cn2)CC1)c1ccccc1,i,0,16,4,1,0,40,-2,0,12
Cc1ccccc1N1C(=O)C(Cl)=C(N2CCN(c3ccccc3)CC2)C1=O,i,-1,-1,1,0,8,4,0,3,-3
Cc1csc(NC(=O)C2CCN(S(=O)(=O)c3ccccc3F)CC2)n1,i,-1,-9,.,0,6,8,6,-7,15
COc1ccc(/C=N/NC(=O)c2cccc(Br)c2)cc1CN1CCOCC1,i,-3,-3,-2,1,1,1,0,3,9
CCS(=O)(=O)N1CCN(c2ccc(S(=O)(=O)N3CCOCC3)cc2)CC1,i,-1,3,2,-2,-1,29,-4,-5,-5
CN1CCN2c3ccccc3Cc3ccccc3C2C1 (centres undefined),i,-1,0,3,1,-4,29,-1,-4,-15
Cc1nc(NCc2cccnc2)c2c3c(sc2n1)CCCC3,i,-2,-1,-7,3,15,-4,0,2,8
COc1ccc(C2/C=C\CN(CC(C)C)CC(=O)N2Cc2ccc(F)cc2)cc1 (centres undefined),i,.,0,.,3,1,20,-7,3,.
# Later entries:
SMILES,PolyA inh,HSP90 inh,GSK3 alpha inh,Dyrk1A ADPGlo,GSK3B inh,HSF1 inhib,AI-2 QS mod,Platelet DG rel,HDAC3 inhib,HSF1 activator
Cc1nc2ccsc2c(=O)n1-c1ccc(Cl)cc1,i,-5,-1,0,-1,5,10,-2,-4,-4
CC/C(=N\NC(=O)c1ccc(-c2ccccc2)cc1)C12CC3CC(CC(C3)C1)C2,i,6,-4,3,-1,-19,1,0,6,-27
CCOc1cc(/C=N/N2C(=O)NC3(CCCCC3)C2=O)cc(Br)c1O,i,9,5,4,3,-9,36,1,3,-6
COc1ccc(O)c(/C=N/NC(=O)c2ccc(CSc3nc(C)cc(C)n3)cc2)c1,i,-2,-5,0,0,-1,53,-5,-8,13
COc1cccc(/C=N/NC(=O)c2ccc(N3CCCC3=O)cc2)c1,i,-3,-2,-1,1,0,24,3,15,11
Cc1[nH]c2ccccc2c1C(=O)COC(=O)Cn1c(C)nc2ccccc21,i,1,-2,12,-2,6,13,9,-6,23
CCc1cc(SC#N)cc(C)c1NC(=O)CCl,i,8,1,2,-5,71,-42,-14,-1,113*
CCOc1ccc(NC(=O)CC2C(=O)N(c3cccc(OC)c3)C(=O)N2CCOC)cc1 (centres undefined),i,-4,-3,-5,-4,-1,-5,0,1,-3
O=C1N(c2cccc(Cl)c2)C(c2ccccc2)N2CCCN12 (centres undefined),i,-2,-2,0,-4,-1,-3,-2,1,-23
O=C(CN(Cc1ccc(F)cc1)C(=O)C1CSC(=O)C1)NC1CCCCC1 (centres undefined),i,-2,0,.,-1,-1,1,3,0,-9
CCOc1ccc(C(=O)CCC(=O)N2CCC(C(=O)OC)CC2)cc1,i,-3,-6,-2,5,-5,19,.,5,-11
COc1ccc(Nc2nc(C)nc3c2oc2ccccc23)c(OC)c1,i,0,-1,-4,-1,-2,6,-4,3,-11
CCN(CC)C(=O)c1ccc(S(=O)(=O)NCc2cccnc2)cc1,i,7,-4,6,2,-5,17,-5,0,-21
COn1c(-c2ccc(C)cc2)nc2ncccc21,i,-1,4,14,-5,-2,24,0,5,12
CCc1nc2ccc(C(=O)NCCCN3CCN(c4ccc(F)cc4)CC3)cc2nc1CC,i,-6,-2,-2,0,2,43,2,4,-5
CCOC(=O)N1CCN(C(=O)c2ccc(OC)c(OC)c2)CC1,i,0,6,10,1,0,14,8,3,-1
CC(C)(C)C(=O)NC(=S)NNC(=O)C(c1ccccc1)c1ccccc1,i,0,0,7,1,-1,38,-19,.,-6
Cc1ccc(C2CC(c3ccco3)=NN2S(C)(=O)=O)cc1 (centres undefined),i,-3,-1,3,0,-2,25,5,1,50
COC(=O)c1cc(Nc2cc(C)nc3ncnn23)cc(C(=O)OC)c1,i,1,-1,12,2,10,-11,0,-5,-3
O=C1CSC(c2ccccc2)N1CC12CC3CC(CC(O)(C3)C1)C2 (centres undefined),i,3,0,-2,-2,2,1,-1,-3,9
Cc1[nH]c(C)c(S(=O)(=O)N(C)Cc2ccccc2)c1C(=O)N1CCCC1,i,-3,-2,-5,1,9,4,2,-3,47
NNC(=O)c1cc2c(s1)CCCCCC2,i,-2,-2,4,-2,-4,36,-6,2,7
O=C(CSCc1c(Cl)cccc1Cl)Nc1cccnc1,i,1,-1,2,3,0,-2,11,-9,-2
CC(C)NC(=O)N1CCC(n2nccc2NC(=O)CCOc2ccccc2)CC1,i,-5,-2,-1,4,-6,16,-4,-2,-13
C/C(=N\Nc1nc(-c2cc(C)ccc2C)cs1)c1cc2ccccc2oc1=O,i,-7,4,27,2,6,9,11,-2,9
# The results go on.
SMILES,PolyA inh,HSP90 inh,GSK3 alpha inh,Dyrk1A ADPGlo,GSK3B inh,HSF1 inhib,AI-2 QS mod,Platelet DG rel,HDAC3 inhib,HSF1 activator
O=C(NC1CCCCCCC1)c1ccc(Br)o1,i,1,-2,.,3,7,7,0,4,16
COc1ccc(CC2S/C(=C(\C#N)C(=O)NCc3ccco3)N(c3ccc(C)cc3)C2=O)cc1 (centres undefined),i,-2,-3,-3,-2,18,19,6,-6,-6
COc1ccc(-n2cc(CN[C@H]3CCCCNC3=O)c(-c3cccc(F)c3)n2)cc1,i,3,-3,-1,0,0,6,0,-21,-14
Cc1ccc(CN2CCN(/N=C/c3cc(Br)ccc3O)CC2)cc1,i,-2,-1,1,-5,3,5,4,-1,7
COc1ccc(OC)c(NC(=O)c2nnn(CC(=O)Nc3ccc4c(c3)OCO4)c2N)c1,i,-1,-1,0,-3,0,23,-5,-3,13
COc1ccccc1CNc1ccc(N2CCOCC2)c(C(=O)O)c1,i,0,3,-4,3,-1,21,4,-10,-2
Cc1ccc(-c2noc(C3CCCN(C(=O)c4ccc(C(C)(C)C)cc4)C3)n2)o1 (centres undefined),i,6,1,2,2,-3,27,-5,0,9
O=C(NCCc1c[nH]c2ccccc12)Nc1ccccc1,i,-2,.,-4,2,3,-5,2,1,7
Cc1cc(-c2nnc3n2N=C(c2ccc(F)cc2)CS3)n[nH]1,i,1,13,.,-5,0,16,1,7,0
COc1ccccc1NC1=C(Cl)C(=O)N(C2CCCCC2)C1=O,i,2,-5,1,0,-85*,8,4,1,-87
COc1ccc(OCc2ccc(C(=O)N3CCOCC3)cc2)cc1,i,-5,-4,-5,1,-2,29,7,-3,-2
Cc1cccc(OCC(=O)Nc2ccccc2N2CCCCC2)c1C,i,.,0,6,-1,4,21,-9,?,-2
CCOC(=O)c1cc(C)sc1NC(=O)CSC1=NCCS1,i,-3,0,19,2,15,20,15,-2,-4
O=C(N=NC(=O)c1ccco1)c1ccc2c(O)n(N3C(=O)c4ccccc4C3=O)c(O)c2c1,i,-1,1,-6,5,-5,0,7,-1,2
O=C(CNS(=O)(=O)c1ccc2ccccc2c1)OCC(=O)c1ccc(Br)s1,i,2,8,1,1,-4,31,-10,0,-7
Cc1cc(NC(=O)CSc2nnc(-c3c[nH]c4ccccc34)n2-c2ccc(F)cc2)no1,.,2,-2,0,.,.,.,.,0,.
CSc1ccccc1NC(=O)c1ccncc1,i,2,1,0,1,-9,34,5,-3,-8
COc1ccc(C(=O)Cn2c(=O)oc3ccc(C)cc32)cc1,i,-4,1,7,2,5,15,8,-2,19
COC(=O)c1ccc(N2CCS(=O)(=O)CC2)cc1,i,1,-1,-1,3,-7,28,-6,2,-12
CCn1c(C)c(P(=O)(N2CCOCC2)N2CCOCC2)c2ccccc21,i,0,1,-2,-2,-1,10,8,-3,10
O=S(=O)(c1ccc2ncn(O)c2c1)N1CCOCC1,i,-2,-2,-7,1,-7,20,-3,-2,-1
COCCCn1c(-c2ccc(OC)cc2)nc2c1c(=O)[nH]c(=O)n2Cc1ccccc1,i,4,1,-2,-2,0,1,-1,-4,15
O=C(NCCc1ccccc1)C1CCCN(S(=O)(=O)c2cccc3nsnc23)C1 (centres undefined),i,5,2,0,1,-8,-3,-17,-6,0

# Screening results: PubChem, several laboratories
